TDP1 cell noCPT: qHTS for Inhibitors of human tyrosyl-DNA phosphodiesterase 1 (TDP1): qHTS in cells in absence of CPT; DT40 Tdp1-/- hTDP1 cells, no CPT, ATP luminescence, 48 h; Potency, µM (top dose mostly 46.2 µM), inactives show at the highest dose activity change, negative = growth inhibition, hits mostly inhibitors; actives 15% (n = 420,000); AID 686978, 2013; note: nearly all actives have a fitted effect of over 55% in size
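A cellular qHTS used chicken DT40 cells lacking endogenous Tdp1 but carrying stably transfected human TDP1. Compounds were applied without camptothecin, and cell growth kinetics were judged by ATP-dependent luminescence after ≥48 hr.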
DT40 TDP1 CPT: DT40-hTDP1 cell growth loss with CPT; chicken DT40 Tdp1-/-;hTDP1 cells + 20 nM CPT, ATP luminescence, 48 h; Potency, µM (series often up to 46.2 µM), for inactives: top-dose activity change, negative = growth inhibition, most hits filed as inhibitors; AID 686979; actives 12% (n = 420,000); note: nearly all actives have a fitted effect of over 55% in size
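Chicken DT40 Tdp1-/- cells complemented with human TDP1, 400 cells/well, exposed to compounds plus 20 nM camptothecin for at least 48 h at 37 C; viability read as ATP content by CellTiter-Glo luminescence.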
KAT2A inh: inhibitors of human GCN5L2 histone acetyltransferase; GCN5L2 HAT assay, ThioGlo1 CoA-SH fluorescence; Potency, µM (doses to about 58.9 µM), inactives show at the highest dose activity change, negative = inhibition, most hits filed as inhibitors; actives 0.21% (n = 390,000)
Target sequence (Q92830 whole entry, looked up): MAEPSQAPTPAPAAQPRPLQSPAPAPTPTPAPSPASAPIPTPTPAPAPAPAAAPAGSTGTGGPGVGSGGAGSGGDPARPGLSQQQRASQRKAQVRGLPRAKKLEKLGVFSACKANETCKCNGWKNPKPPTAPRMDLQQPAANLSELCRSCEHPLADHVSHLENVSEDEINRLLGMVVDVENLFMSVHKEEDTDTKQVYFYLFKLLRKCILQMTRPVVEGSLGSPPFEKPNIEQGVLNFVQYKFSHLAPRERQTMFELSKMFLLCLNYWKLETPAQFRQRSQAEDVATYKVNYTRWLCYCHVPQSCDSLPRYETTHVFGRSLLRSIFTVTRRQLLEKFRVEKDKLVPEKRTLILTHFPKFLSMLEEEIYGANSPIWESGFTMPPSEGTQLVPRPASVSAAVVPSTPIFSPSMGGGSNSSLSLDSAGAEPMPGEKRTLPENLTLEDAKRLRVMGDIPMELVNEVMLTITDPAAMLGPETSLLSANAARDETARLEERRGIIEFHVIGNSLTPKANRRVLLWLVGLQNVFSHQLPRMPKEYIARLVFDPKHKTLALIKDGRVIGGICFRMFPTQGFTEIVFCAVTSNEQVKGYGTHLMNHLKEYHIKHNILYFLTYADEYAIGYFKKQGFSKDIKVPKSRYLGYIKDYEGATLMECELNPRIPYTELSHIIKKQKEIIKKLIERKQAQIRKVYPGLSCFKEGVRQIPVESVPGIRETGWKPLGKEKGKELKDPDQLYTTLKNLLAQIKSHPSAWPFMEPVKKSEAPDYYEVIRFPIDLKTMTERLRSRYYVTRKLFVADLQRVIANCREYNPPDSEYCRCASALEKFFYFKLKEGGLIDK
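Compounds, pin-transferred from DMSO stocks, meet 20nM GCN5L2 for 15 min before the reaction begins with H3(1-25) peptide (75uM) and acetyl-CoA (70uM). Thiol-reactive ThioGlo1 reports CoA release over 20 min at room temperature.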
Active calls of the source: *; ? = inconclusive; . = not tested or not shown; & = joins results of further samples. Calls come from the whole dose curve; as a rule, active = well fitted curve in the direction sought with a large enough effect; inconclusive = small, poorly fitted or top-dose-only effect, or another doubt; inactive = no such curve, though single readings can be large; an effect the other way counts as inactive or inconclusive. % is set by controls: 0 for no effect and ±100 for the full control effect; potency is the fitted concentration of half-maximal effect. These rows are one share of the data; rates above refer to the full screens.

| molecule | TDP1 cell noCPT | DT40 TDP1 CPT | KAT2A inh |
| --- | --- | --- | --- |
| Cc1c(Cl)cccc1NC(=O)COc1ccc(S(=O)(=O)N2CCOCC2)cc1 | -14% | -35% | -7% |
| Cn1c(=O)c2[nH]c(CCCCCc3nc4ccccc4[nH]3)nc2n(C)c1=O | -13% | -11% | . |
| Cc1c(NC(=O)COC(=O)C23CC4CC(CC(O)(C4)C2)C3)c(=O)n(-c2ccccc2)n1C | -17% | -13% | -1% |
| Cc1cc(C)cc(NC(=O)Nc2nnc(N(C)C3CCCCC3)s2)c1 | ? | 15µM* | -5% |
| COc1ccc(CNc2ccnc(-c3cccc(NS(C)(=O)=O)c3)n2)c(OC)c1 | ? | ? | -21% |
| COC(=O)c1c(NC(=O)CN2CCC3(O)CCCCC3C2c2cc(OC)ccc2OC)sc(C)c1C (centres undefined) | 10µM* | 13µM* | -11% |
| O=C(CN1C(=O)c2ccccc2S1(=O)=O)Nc1ccccc1C(=O)NCc1ccco1 | -21% | 2% | -6% |
| CC(CCc1ccccc1)NC(=O)COC(=O)c1cccn1C (centres undefined) | 2% | -4% | -5% |
| CCn1c(=O)n(CC)c2cc(S(N)(=O)=O)c(C)cc21 | 5% | 2% | -22% |
| CCCOc1ccc(/C=C/c2c([N+](=O)[O-])c(=O)n(C)c(=O)n2C)cc1 | -17% | -22% | -5% |
| Cn1cc(CC(=O)N2CCN(c3ccc(Cl)cc3)CC2)c2ccccc21 | 13µM* | ? | -2% |
| CCOC(=O)C1CCN(S(=O)(=O)c2c(C)[nH]c(C)c2C(=O)N2CCCC2)CC1 | 21% | -10% | -8% |
| Cc1ccc(-c2cn3ccc(C)cc3n2)cc1 | ? | ? | -6% |
| C=C(C)C1CC=C(C)/C(=N/NC(=O)COc2ccc(Cl)cc2)C1 (centres undefined) | ? | ? | 1% |
| Cc1c(C)c(C)c2[nH]c(=S)[nH]c2c1C | ? | ? | 6% |
| CCn1cc(C(=O)N[C@H](C(=O)NC(C)(C)CO)C(C)C)c(=O)c2cc3c(cc21)OCO3 | -2% | -4% | -15% |
| CC(C)(C)n1cnc2cc(NS(=O)(=O)c3ccccc3)ccc21 | ? | -27% | -17% |
| O=C(NNC(=O)c1cccc([N+](=O)[O-])c1)c1ccncc1 | -2% | 0% | -3% |
| CC(C)COC(=O)N(C)C[C@H]1OCc2cnnn2CCCC(=O)N([C@H](C)CO)C[C@H]1C | -4% | -2% | . |
| COC(=O)c1ccc(NC(=O)n2ncc3c(C)cccc32)cc1 | -16% | ? | -5% |
| CC1CCN(C(=O)CSc2nnc(Cc3cc(=O)[nH]c(=O)[nH]3)n2-c2ccc(Cl)cc2)CC1 | -21%&4% | 2%&-4% | 8% |
| CC(C)CNC(=O)c1[nH]c(C(F)(F)F)nc1-c1ccccc1 | -10% | -1% | . |
| S=C(N/N=C/c1ccc(Cl)cc1)N1CCOCC1 | 0.018µM* | 0.0092µM* | 2% |
| C=CCn1c(SCC(=O)NC2CCCCC2)nc2ccccc2c1=O | -12% | -11% | 0% |
| O=C(CN1C(=O)NC2(CCOc3ccccc32)C1=O)c1ccc(Cl)cc1 (centres undefined) | -23% | -6% | -5% |
| Cc1cccc(C)c1NC(=O)CN(C)C(=O)CC1Sc2ccccc2NC1=O (centres undefined) | 6% | -7% | -6% |
| COc1ccc(C(=O)NCCCOc2cccc(NC(C)=O)c2)cc1 | -14% | 5% | -3% |
| CC(C)C(=O)Nc1ccc(C(=O)NC2CCSC2=O)cc1 (centres undefined) | 10% | 0% | -2% |
| Cc1cccc(N(C)c2nc3ccc(C(=O)c4ccccc4)cc3n3c(C)nnc23)c1 | 21µM* | ? | -13% |
| Cc1ccc(C(=O)O)cc1NC(=O)c1cccs1 | -5% | 6% | -1% |
| O=c1nc2n(c3cc(Cl)c(S(=O)(=O)N4CCOCC4)cc13)CCCCC2 | -7% | 10% | -1% |
| CC(=O)Nc1cc(-c2ccc(C(=O)N3CCOCC3)cc2)cn2c(-c3cccc(C(C)=O)c3)cnc12 | 15µM* | ? | . |
| CCN(CC)c1ccc(NC(=O)CN2C(=O)c3cccnc3Sc3ccccc32)c(C)c1 | 13µM* | 16µM* | 0% |
| COc1ccc(Oc2nc(-c3cccnc3)nc3ccccc23)cc1 | ? | ? | -1% |
| COc1ccc(CC(=O)Nc2ccc(S(=O)(=O)NCC3CCCO3)cc2)cc1 (centres undefined) | ? | ? | -19% |
| Fc1ccc(Nc2ccnc(C(F)(F)F)c2)cc1 | -10% | ? | -4% |
| CCOc1ccc(C(CC(=O)O)N2Cc3ccccc3C2=O)cc1OC (centres undefined) | 5% | 1% | -4% |
| COc1cccc(SCc2noc(C(=O)NC(C)C)c2C(=O)NC(C)C)c1 | ? | ? | -3% |
| O=C(COc1ncnc2cc([N+](=O)[O-])ccc12)NCCc1ccc(Cl)cc1 | -22% | -5% | -1% |
| Nc1ccc(C(=O)NCc2ccccc2)cc1 | 2% | -1% | 2% |

Complete entries from above.
COc1cccc(SCc2noc(C(=O)NC(C)C)c2C(=O)NC(C)C)c1 as listed: TDP1 cell noCPT: ?; DT40 TDP1 CPT: ?; KAT2A inh: -3%
Cc1c(Cl)cccc1NC(=O)COc1ccc(S(=O)(=O)N2CCOCC2)cc1 as listed: TDP1 cell noCPT: -14%; DT40 TDP1 CPT: -35%; KAT2A inh: -7%

Back to the main list, starting five compounds before the break.
| molecule | TDP1 cell noCPT | DT40 TDP1 CPT | KAT2A inh |
| --- | --- | --- | --- |
| Fc1ccc(Nc2ccnc(C(F)(F)F)c2)cc1 | -10% | ? | -4% |
| CCOc1ccc(C(CC(=O)O)N2Cc3ccccc3C2=O)cc1OC (centres undefined) | 5% | 1% | -4% |
| COc1cccc(SCc2noc(C(=O)NC(C)C)c2C(=O)NC(C)C)c1 | ? | ? | -3% |
| O=C(COc1ncnc2cc([N+](=O)[O-])ccc12)NCCc1ccc(Cl)cc1 | -22% | -5% | -1% |
| Nc1ccc(C(=O)NCc2ccccc2)cc1 | 2% | -1% | 2% |
| NC(=O)c1ccccc1OCC(=O)N1CCCC1c1ccc2c(c1)OCCCO2 (centres undefined) | ? | ? | -1% |
| O=C(Nc1ccc(S(=O)(=O)N2CCCC2)cc1)c1ccccc1 | 23µM* | -28% | -1% |
| Cc1ccc2c(c1)-c1ccccc1S(=O)(=O)N2 | -4% | 14% | -14% |
| Cc1cccc(-n2nnc3c(=O)n(CC(=O)Nc4cc(C)on4)cnc32)c1 | 5% | -10% | -1% |
| CC(=O)NCc1ccc(S(=O)(=O)NC(C)CCc2ccccc2)cc1 (centres undefined) | -9% | 7% | 3% |
| Cc1ccc(C)c(N2CCN(C(=O)c3cc4ccccc4oc3=O)CC2)c1 | -19% | 2% | -8% |
| CC(=O)Nc1cc(C(=O)N2CCCC2)ccc1Sc1ccc(Cl)cc1 | ? | 20µM* | -4% |
| Cc1nc2cnc(N3CCOCC3)nc2n(CCc2ccccc2)c1=O | ? | ? | -14% |
| O=C(Nc1cccnc1)C1CCN(S(=O)(=O)c2ccc(Cl)cc2)CC1 | -18% | -4% | -8% |
| CC1CCN(S(=O)(=O)N2CCC(C(=O)NCCC3=CCCCC3)CC2)CC1 | ? | ? | -3% |
| COC(=O)N(C)c1nc2ccccc2s1 | -19% | -6% | -5% |
| CCOC(=O)c1c(C)[nH]c(C(=O)COC(=O)CCSc2ccccc2)c1C | 1% | -8% | 1% |
| O=C(Nc1ccc(-n2nncc2-c2ccco2)cc1)c1cc2ccccc2oc1=O | 3% | 10% | -6% |
| COc1ccc(OC)c(-n2c(SCC(=O)N3CCc4ccccc43)nc3c(c2=O)SCC3)c1 | ? | ? | -4% |
| CN1CCN(C(c2ccc(C(F)(F)F)cc2)c2ccc3cccnc3c2O)CC1 (centres undefined) | 8.2µM* | 8.2µM* | -1% |
| OC(c1ccccn1)(c1ccccn1)c1ccccn1 | ? | ? | -1% |
| CN1C(=O)CSc2ccc(C(=O)O)cc21 | -5% | -1% | -1% |
| COCC(C)NC(=O)Cn1c(SCc2ccccc2)nc2ccccc21 (centres undefined) | -17%&3% | -3%&1% | -3% |
| COc1ccc(/C=C/C(=O)OCC(=O)c2ccc3c(c2)NC(=O)CO3)c(OC)c1 | 4% | -8% | -1% |
| Nc1nc(N)c(N)c(=O)[nH]1 | -82% | ? | . |
| COC(=O)/C=C/c1c(C)nc(NCc2ccccc2)nc1Cl | ? | ? | -4% |
| COc1ccc(C(=O)NC(=S)NC(C)C)cc1Br | ? | ? | -9% |
| COc1cc(C(=O)N/C(=C/c2ccc(F)cc2)C(=O)NC(C(=O)O)c2ccccc2)cc(OC)c1OC (centres undefined) | -3% | -13% | 21% |
| CN(Cc1ccccc1)C(=O)COC(=O)c1ccc2c(c1)OCO2 | -17% | -11% | -17% |
| Cn1c(CC(=O)Nc2ccccc2)nnc1SCC(=O)NC1CCCC1 | -29% | -3% | -3% |
| O=C1C=C(O)c2c(O)cc(O)c(O)c2C1=O | ? | ? | . |
| COc1ccc(C(=O)CSc2nnc(-c3ccco3)n2CC2CCCO2)cc1 (centres undefined) | ? | ? | -2% |
| O=C(NC1CCCC1)C1CCCN1C(=O)Oc1ccccc1 (centres undefined) | 19% | 6% | -3% |
| O=C(Nc1ccc2nc(SCCOc3ccccc3Cl)sc2c1)c1cccs1 | ? | ? | -18% |
| CCOc1cc(N2CCOCC2)c(OCC)cc1NC(=O)CN1C(=O)NC2(CCCCC2C)C1=O (centres undefined) | 6% | -6% | -8% |
| CCCc1nc2c(c(=O)c3ccccc3n2C)c(=O)n1-c1cc(C)cc(C)c1 | ? | ? | ? |
| CCn1c2ccc(F)cc2c2nnc(NN)nc21 | 16µM* | ? | 19% |
| O=C(NCc1cccc(Cl)c1)C1Cc2c(-c3ccccc3)ccnc2O1 (centres undefined) | 16µM* | 29µM* | . |
| COc1ccc(-c2nc(Cn3c(SCc4ccc(F)cc4)nc4cccnc43)c(C)o2)cc1 | 2.6µM* | 2.9µM* | -8% |
| Cc1n[nH]c(C)c1N1C(=O)c2cccc3cc(Br)cc(c23)C1=O | ? | ? | -6% |
| CCOC(=O)c1nc(C)sc1-c1ccnn1S(=O)(=O)c1cccc(Cl)c1 | -23% | -5% | -1% |
| COc1ccc(CCCc2nnc(SCc3nc4ccccc4c(=O)[nH]3)n2C)c(C)c1 | -10% | -25% | 0% |
| CNC(=O)CSc1nnnn1CCCOC | 5% | 0% | 2% |
| COc1ccccc1CNC(=O)c1cccc(C)c1[N+](=O)[O-] | -15% | 6% | 27% |
| COc1ccc(Br)cc1CN(C)C(C)C(=O)Nc1cccc(C(C)=O)c1 (centres undefined) | ? | ? | -10% |
| CC(C)c1cccc(C(C)C)c1NC(=O)COC(=O)C1CCC1 | -9% | 3% | -7% |
| O=C(NCC[C@H]1CC[C@H](NS(=O)(=O)c2ccc(F)cc2)[C@@H](CO)O1)c1ccc2c(c1)OCO2 | -21% | -23% | . |
| Cc1ccc(C)c(/C=C2\N=C(c3ccccc3F)OC2=O)c1 | ? | ? | -20% |
| CCn1c(SCC(=O)Nc2ccc3c(c2)OCCO3)nnc1-c1cccnc1 | -13% | 0% | -1% |
| CCc1nnc(NC(=O)CSc2nc3c([nH]c4ccccc43)c(=O)n2-c2ccc(Cl)cc2)s1 | -23% | -27% | -9% |
| CCN(CC)CCCNC(=O)CSc1nc(-c2cccs2)cc(C(F)(F)F)n1 | 1% | 4% | 0% |
| O=c1cc(CS(=O)(=O)c2ccccc2)nc(-c2ccncc2)[nH]1 | -1% | 22% | 4% |
| CC1CCCCC1NC(=O)CSc1nnc(-c2ccco2)n1C (centres undefined) | -19% | -2% | -3% |
| Cc1ccc(CNC(=O)c2cc3c(=O)n(C)c4ccccc4c3n2C)o1 | ? | -24% | -4% |
| CSc1ccccc1OCc1cc(C(=O)N(C)Cc2ccncn2)no1 | -16% | -16% | -9% |
| CCOC(=O)CN(C(=O)COC(=O)C1=NNC(=O)CC1)c1ccc(F)cc1 | -13% | -11% | -1% |
| NC1=NC2=C(CCCC2)C2(CCCCC2)S1 | ? | ? | -10% |
| Cc1nc2ccc(NS(=O)(=O)c3c(F)cc(F)cc3Br)cc2s1 | 6.5µM* | ? | 1% |
| C=CCn1c(CC(=O)Nc2ccc(C)cc2C)nnc1SCC(=O)N1CCOCC1 | -6% | -3% | -1% |
| O=C(NC(=S)NC1CCSC1=O)c1cccs1 (centres undefined) | 29µM* | -4% | 11% |

High-throughput results from PubChem BioAssay.
